FBW7 activator = FBW7 E3 ligase activators, primary screen, biochemical, AlphaScreen, human; AlphaScreen FBW7–phospho-cyclin E peptide binding, activator screen; normalized activity (activation), % at 26.1 µM; 650,000 tested, 0.13% active; AID 1259310, 2017; in the data active = normalized activity above about 1.9%;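 note: purified mutant Fbw7 with reduced substrate affinity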
TEAD-YAP inh = TEAD-YAP interaction inhibition, primary screen, TEAD-YAP interaction inhibitor project, luminescence, HEK-TIYL cells. TEAD-Gal4/YAP UAS-luciferase luminescence. inhibition, % at 9.12 µM. 640,000 tested, 1.4% active; in the data active = inhibition above about 32%;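 note: 0% = median of test compound wells and 100% = reference inhibitor wells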
GPR151 ag = activators of human GPR151, primary screen, cell-based, PathHunter beta-arrestin, luminescence; activation, % at 11.2 µM; 650,000 tested, 1% active; G-protein coupled receptor 151 (Homo sapiens), Q8TDV0; PathHunter beta-arrestin GPR151 cells; AID 1508602, 2020; in the data active = activation above about 4.9%;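 note: 0% = median of compound wells and 100% = cells with positive control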
Target sequence (Q8TDV0 whole entry, looked up): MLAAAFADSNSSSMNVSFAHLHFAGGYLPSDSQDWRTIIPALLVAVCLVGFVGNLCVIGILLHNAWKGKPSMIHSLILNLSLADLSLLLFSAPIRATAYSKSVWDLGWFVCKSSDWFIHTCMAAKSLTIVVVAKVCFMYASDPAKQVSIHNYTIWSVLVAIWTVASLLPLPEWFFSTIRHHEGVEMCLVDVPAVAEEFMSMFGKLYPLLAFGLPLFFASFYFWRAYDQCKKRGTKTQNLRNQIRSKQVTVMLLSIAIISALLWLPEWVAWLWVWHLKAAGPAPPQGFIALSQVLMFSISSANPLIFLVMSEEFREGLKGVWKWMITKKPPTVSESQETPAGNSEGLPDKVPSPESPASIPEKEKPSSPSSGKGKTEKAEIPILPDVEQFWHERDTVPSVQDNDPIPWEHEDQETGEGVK
MITF inh = MITF inhibitors, primary screen, biochemical, AlphaScreen, human. Microphthalmia-associated transcription factor (Homo sapiens), O75030. AlphaScreen MITF homodimerization, bead proximity signal. inhibition, % at 2.6 µM. 650,000 tested, 0.91% active. AID 1259374, 2018; in the data active = inhibition above about 50%;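 note: 0% = vehicle wells with protein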
Target sequence (O75030 whole entry, looked up): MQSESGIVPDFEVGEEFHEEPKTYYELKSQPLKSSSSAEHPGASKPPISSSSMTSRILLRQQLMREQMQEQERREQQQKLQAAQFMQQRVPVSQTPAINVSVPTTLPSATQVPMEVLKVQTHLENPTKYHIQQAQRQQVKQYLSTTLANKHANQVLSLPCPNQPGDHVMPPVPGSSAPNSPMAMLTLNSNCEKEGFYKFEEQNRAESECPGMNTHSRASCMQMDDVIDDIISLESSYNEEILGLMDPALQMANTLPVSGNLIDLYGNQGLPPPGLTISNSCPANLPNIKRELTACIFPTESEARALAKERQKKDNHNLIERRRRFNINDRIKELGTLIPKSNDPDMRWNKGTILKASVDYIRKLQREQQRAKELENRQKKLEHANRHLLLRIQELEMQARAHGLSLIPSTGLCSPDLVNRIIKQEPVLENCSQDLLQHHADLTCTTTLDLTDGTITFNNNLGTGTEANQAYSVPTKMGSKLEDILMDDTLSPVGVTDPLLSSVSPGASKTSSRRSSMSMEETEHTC
* hit, by the source's call. The order is random. About 3.5% of those tested had a hit in this group.

SMILES	FBW7 activator	TEAD-YAP inh	GPR151 ag	MITF inh
CCOC(=O)C1=C(C)N=c2s/c(=C/c3cccc(Br)c3)c(=O)n2C1c1c(OC)ccc2ccccc12 (centres undefined)	0.2	7	-1.4	10
CCCC(=O)Nc1ccc(NC(=O)C23CC4CC(CC(C4)C2)C3)cn1	-0.2	-17	0.1	-4
COc1cccc(C(=O)Nc2c3c(nn2C(C)(C)C)CSC3)c1OC	0.2	-4	-0.3	13
O=C(CC1SC(=O)N(c2ccccc2)C1=O)Nc1ccccc1 (centres undefined)	-0.1	-20	-1.0	1
O=C(NC1CCCCC1)C1CCN(S(=O)(=O)c2ccc(Br)s2)CC1	0.0	5	0.2	-10
N#Cc1ccc(NC(=O)c2cc3c(ccc4ccccc43)oc2=O)cc1	-0.1	6	3.5	7
CCCS(=O)(=O)N1CCN(Cc2nc3ccc(OC)cc3[nH]2)CC1	-0.4	-10	1.6	66*
COc1ccc(CC(O)CN2CCCCC2)cc1 (centres undefined)	-0.1	-3	-0.3	26
O=C(O)CC(SCC(=O)Nc1ccccc1)C(=O)O (centres undefined)	0.1	10	2.2	1
Cc1cc(N(CC(=O)NCc2ccncc2)S(C)(=O)=O)ccc1Br	-0.2	-4	0.6	-8
Cc1ccc(Cl)cc1NC(=O)C1CC(=O)N(c2ccc(Cl)c(Cl)c2)C1 (centres undefined)	-0.1	2	3.2	6
CC(=O)c1c(O)c2cccc3c2n(c1=O)CCC3	0.0	-4	-2.1	-3
Cc1cc(Br)ccc1SCC(=O)OCC(=O)Nc1sccc1C(N)=O	0.2	-5	0.7	-3
COC(=O)c1cc(Nc2ncnc3c2cnn3-c2ccccc2)cc(C(=O)OC)c1	0.6	1	3.8	17
COc1ccc(CNc2ccc3ncc(-c4ccc(CO)cc4)n3n2)cc1	-0.4	29	-0.6	-18
NC(=O)C1CCN(C2=NC(=O)/C(=C\c3ccc(Br)cc3)S2)CC1	-0.1	3	0.3	-3
OC(COCc1ccco1)CN1CCN(c2cccc(C(F)(F)F)c2)CC1 (centres undefined)	-0.1	-3	3.9	48
CC(=O)c1cccc(NC(=O)Nc2ccc(Br)cc2F)c1	0.1	-12	0.4	17
COc1ccc(C2(C)NC(=O)N(CC(=O)NCC(F)(F)F)C2=O)cc1 (centres undefined)	-0.1	-5	0.4	-4
Cc1c(C(=O)NCc2cccnc2)oc2ccc(S(=O)(=O)N3CC(C)CC(C)C3)cc12 (centres undefined)	0.2	-6	-0.2	3
CCOC(=O)c1sc(NC(=O)CSc2ncn[nH]2)c(C(=O)OCC)c1C	0.0	10	0.4	11
CCOC(=O)COc1ccc2oc(=O)c(-c3ccc(OC)cc3)c(C)c2c1	0.2	5	2.6	5
COc1ccc(NC(=O)COc2cccc3c2CCN(Cc2ccc(F)cc2)C3=O)cc1	0.0	20	1.0	4
CCC1CN(CCNC(=O)c2coc3c2C(=O)CCC3)Cc2cc(OC)ccc2O1 (centres undefined)	0.0	2	0.3	5
COCCCN1C(=O)CC(CC(=O)N2CCOc3ccccc3C2)(c2ccccc2)C1=O (centres undefined)	-0.1	-48	0.8	9

Next part:
SMILES	FBW7 activator	TEAD-YAP inh	GPR151 ag	MITF inh
Cc1ccc(Nc2nc3nonc3nc2N(C)C)cc1	-0.1	7	-0.2	-9
COc1ccc(C2NC(=O)NC(C)=C2C(=O)OCCc2ccccc2)cc1OC (centres undefined)	-0.1	4	1.0	-2
O=C(CSc1nnc(NC(=O)c2cccs2)s1)NCc1ccc(F)cc1	0.2	7	-0.4	0
CN(C)CCOc1cc(-c2ccnc(N)n2)ccc1NC(=O)[C@@H]1Cc2ccccc2CN1	-0.1	9	1.4	16
CCC(=O)NC(c1nnc2n1CCN(Cc1ccc(CC)cc1)CC2)C(C)C (centres undefined)	0.1	9	0.2	13
CNC(=S)Nc1cccc(C(=O)O)c1	0.0	8	-0.4	0
Cc1ccnc(NC(c2ccc(F)cc2)c2ccc3cccnc3c2O)c1 (centres undefined)	-1.9	73*	-0.8	17
COc1cc(SC#N)ccc1N=Cc1c(O)n(-c2ccccc2)c(=O)[nH]c1=O	0.0	11	-1.6	10
O=C(CNS(=O)(=O)c1ccc(Br)cc1)Nc1ccccc1Cl	0.3	4	-0.4	5
Cc1cc(NS(=O)(=O)c2ccc(NC(=O)c3cccc([N+](=O)[O-])c3)cc2)no1	0.0	3	-2.6	5
Cc1ccc(NC(=O)CSc2nc(-c3ccccc3C)ns2)c(C)c1	0.1	-6	0.8	11
NC(=O)c1c(NC(=O)c2ccc(F)cc2)sc2c1CCC2	0.1	-57	-0.9	-1
COc1ccc(NC(=O)[C@H](CCSC)N2Cc3ccccc3C2=O)cc1OC	0.0	4	0.5	4
CCCCC(=O)Nc1cc(Cl)ccc1C(=O)O	0.0	1	-0.1	18
C=Cc1ccc(Cn2c(C(=O)OC)c(NC(C)=O)c3c(C)c(C)sc32)cc1	-0.1	-2	5.4*	-2
O=[N+]([O-])c1ccc2c(c1)C(N1CCOCC1)/C(=C\COc1ccc(F)cc1)O2 (centres undefined)	-0.3	-5	0.5	0
CC(C)(C)NC(=O)C(c1ccco1)N(C(=O)c1csnn1)C1CCCCC1 (centres undefined)	0.0	5	-0.4	3
CCOC(=O)C1CCCN(c2c(NCCCN3CCCC3)c(=O)c2=O)C1 (centres undefined)	0.1	11	1.1	-2
O=C(NC(=O)c1ccccc1)NC1CCCC1	0.1	-43	0.6	12
CCOc1cc(S(=O)(=O)NCc2ccc3c(c2)OCO3)ccc1Cl	0.0	13	-0.6	8
COc1ccccc1NS(=O)(=O)c1cc(S(=O)(=O)c2ccccc2OC)c2c3c(cccc13)C(=O)N2	0.0	2	-1.0	8
CCC(C)c1ccccc1NC(=O)c1ccncc1 (centres undefined)	-0.1	1	1.2	-12
O=C(NCc1ccco1)C1CCCN(c2ccc(-n3cccn3)nn2)C1 (centres undefined)	-0.9	-10	0.2	20
COc1ccc(C2(C(=O)NCc3nc(-c4cccnc4)n[nH]3)CC2)cc1	0.0	-1	2.3	15
c1ccc2[nH]c(SCCCCSc3nc4ccccc4[nH]3)nc2c1	0.2	-19	-0.1	5

Part of the list above in another layout:
Order of results: FBW7 activator | TEAD-YAP inh | GPR151 ag | MITF inh
> CCC(C)c1ccccc1NC(=O)c1ccncc1 (centres undefined)
→ -0.1 | 1 | 1.2 | -12
> Cc1ccc(Nc2nc3nonc3nc2N(C)C)cc1
→ -0.1 | 7 | -0.2 | -9
> CNC(=S)Nc1cccc(C(=O)O)c1
→ 0.0 | 8 | -0.4 | 0
> C=Cc1ccc(Cn2c(C(=O)OC)c(NC(C)=O)c3c(C)c(C)sc32)cc1
→ -0.1 | -2 | 5.4* | -2
> Cc1ccc(NC(=O)CSc2nc(-c3ccccc3C)ns2)c(C)c1
→ 0.1 | -6 | 0.8 | 11
> CCC(=O)NC(c1nnc2n1CCN(Cc1ccc(CC)cc1)CC2)C(C)C (centres undefined)
→ 0.1 | 9 | 0.2 | 13
> c1ccc2[nH]c(SCCCCSc3nc4ccccc4[nH]3)nc2c1
→ 0.2 | -19 | -0.1 | 5

Next section
SMILES	FBW7 activator	TEAD-YAP inh	GPR151 ag	MITF inh
O=C1CC(C(=O)Nc2ccc(Br)cc2)C2(CCCC2)O1 (centres undefined)	-0.3	4	3.0	10
Cc1cc(-n2c(C)ccc2C)c2ccccc2n1	0.4	-6	0.3	2
CC(C(=O)O)(c1ccccc1)c1ccccc1	0.0	0	-0.1	-1
COc1ccc(C2C(=O)N(C3CCC(C)CC3)CC(=O)N2C2CCCCC2)cc1OC (centres undefined)	-0.1	6	0.0	-9
Cc1ccc(C(=O)N2Cc3ccccc3CC2C(=O)O)cc1 (centres undefined)	-0.1	2	-1.2	3
O=C(NCCN1CCCC(O)C1)c1ccc(OC2CCN(C(=O)C3CC3)CC2)cc1 (centres undefined)	0.6	5	-3.1	14
COC(=O)C(NC(=O)Nc1ccc(OC(F)(F)F)cc1)(Nc1cc(Cl)ccc1OC)C(F)(F)F (centres undefined)	0.1	12	-1.3	19
C=Cc1ccc(CN2CCC3(CC2)NC(=O)c2ccccc2O3)cc1	0.2	1	-1.6	-11
COc1ccc(Cl)cc1NC(=O)c1c(NCc2ccc(OC)c(OC)c2OC)sc2c1CCCC2	0.1	1	0.8	-1
COc1ccc(-n2cc(C(=O)Nc3ccc(OC)cc3OC)c3ccccc3c2=O)cc1	-0.1	8	4.0	-1
CC1CCCCC1NC(=O)CO/N=C/c1ccccc1OC(F)F (centres undefined)	0.0	1	0.7	9
COc1ccc(OC(=O)Cn2c3ccccc3c(=O)c3cc(C)ccc32)cc1	0.2	-4	1.3	14
CCCCC(=O)Nc1nnc(-c2ccc(C)c(C)c2)o1	0.1	-27	1.9	2
O=C(Nc1ccc(C(F)(F)F)cc1)c1coc(=O)c2ccccc12	0.2	2	1.3	-1
Cc1cc(NCCCN2CCCC2=O)nc(Nc2cccnc2)n1	-0.2	-5	1.2	0
O=[N+]([O-])c1ccc(C2NN=C(Cc3ccccc3)S2)cc1 (centres undefined)	-0.2	-43	-0.8	-7
CCOC(=O)c1c(NC(=O)C(C)Sc2nnc(CNC(=O)Cc3ccccc3)n2-c2ccc(OCC)cc2)sc2c1CCC2 (centres undefined)	0.1	2	4.3	-3
Cc1ccc(NC(=O)CN2C(=O)CN(C)C2=O)cc1S(=O)(=O)N1CCCCC1	-0.1	-4	-0.2	-13
COc1cccc(C(=O)OCC(=O)NC(=O)NC2CCCC2)c1O	-0.1	1	-1.2	4
CC1=C(C(=O)Nc2ccc(C)cc2C)C(c2ccc(C)o2)n2ncnc2N1 (centres undefined)	-0.1	-2	-1.7	-5
O=C(CC1(O)C(=O)N(Cc2ccccc2)c2ccc(Br)cc21)c1ccncc1 (centres undefined)	-0.3	17	-0.5	6
O=C1NC(=S)S/C1=C\c1cn(CC(=O)N2CCOCC2)c2ccccc12	0.0	7	-0.2	31
C=CCNC(=O)CN(c1ccccc1OCC)S(C)(=O)=O	0.1	3	2.8	-2
N#CC1=C(N)C2=C(N3CCCCC3)CCCC2C1(C#N)C#N (centres undefined)	-0.2	3	0.8	15
CC(NC(=O)C1CCN(C(=O)N(C)C)CC1)c1ccccc1 (centres undefined)	0.0	6	-0.4	-9

Four compounds drawn at random from those above, as already listed:
SMILES	FBW7 activator	TEAD-YAP inh	GPR151 ag	MITF inh
CC(C(=O)O)(c1ccccc1)c1ccccc1	0.0	0	-0.1	-1
O=C(NCCN1CCCC(O)C1)c1ccc(OC2CCN(C(=O)C3CC3)CC2)cc1 (centres undefined)	0.6	5	-3.1	14
O=C1CC(C(=O)Nc2ccc(Br)cc2)C2(CCCC2)O1 (centres undefined)	-0.3	4	3.0	10
O=C1NC(=S)S/C1=C\c1cn(CC(=O)N2CCOCC2)c2ccccc12	0.0	7	-0.2	31

Entries of single compounds as entered above.
COc1ccc(Cl)cc1NC(=O)c1c(NCc2ccc(OC)c(OC)c2OC)sc2c1CCCC2 is listed with FBW7 activator: 0.1; TEAD-YAP inh: 1; GPR151 ag: 0.8; MITF inh: -1
O=C(CC1SC(=O)N(c2ccccc2)C1=O)Nc1ccccc1 (centres undefined) is listed with FBW7 activator: -0.1; TEAD-YAP inh: -20; GPR151 ag: -1.0; MITF inh: 1

Going on with the list.
SMILES	FBW7 activator	TEAD-YAP inh	GPR151 ag	MITF inh
COc1ccc(S(=O)(=O)Nc2ccc(-n3c(C)nc4ccccc4c3=O)cc2)cc1	0.1	-14	-0.5	-5
O=C(NCCCN1CCCC1=O)c1ccc2nc(-c3ccc4[nH]ccc4c3)sc2c1	0.1	7	2.8	3
CN1/C(=C/C(=O)C2CCC2)Sc2ccccc21	0.0	-35	-3.7	9
CCSCCOC(=O)C1=C(C)NC2=C(C(=O)CCC2)C1c1ccccc1F (centres undefined)	0.2	1	-1.2	-10
Cc1occc1C(=O)NCCCCc1ccccc1	0.1	-13	-0.2	1
O=C1N2CCSC2=NC1(Nc1ccc(Cl)cn1)C(F)(F)F (centres undefined)	0.0	1	0.5	-4
CC(C)=C1C2C=CC1C1C(=O)N(c3ccccc3F)C(=O)C21 (centres undefined)	-0.1	1	0.0	-8
COC(=O)C1C(=O)C=C(Nc2ccc(F)cc2)CC1c1ccc(OC)cc1 (centres undefined)	0.7	-41	-2.1	25
OCC1CCCN1Cc1ccc(Cl)cc1Cl (centres undefined)	0.3	-8	-0.6	0
CC(=O)N1c2c(cc(Br)cc2S(=O)(=O)N(C)c2cccc(C)c2)CC1C (centres undefined)	0.1	5	0.9	-15
CCOC(=O)c1cc2c(=O)n3cccc(C)c3nc2n(CCO)c1=N	0.1	-6	-0.1	-13
COc1ccc(/C=C(\NC(=O)c2ccco2)C(=O)N2CCCCC2)cc1	0.0	-5	2.2	-2
COC(=O)COc1ccc2c(-c3cc4ccccc4oc3=O)cc(=O)oc2c1	-0.5	-3	1.6	-8
Cc1ccc(C2C(C#N)=C(N)Oc3n[nH]c(C)c32)o1 (centres undefined)	-0.3	1	-1.0	6
Oc1ccccc1C(N1CCOCC1)N1CCOCC1	0.2	2	-0.2	17
CCOC(=O)N1CCN(CCC(=O)Nc2cc(C)ccc2OC)CC1	-0.2	-5	0.0	-8
COc1ccc(-n2nc3c(c2NC(=O)c2cc4ccccc4cc2OC)CSC3)cc1	0.0	-7	-1.1	2
CCC12C(=O)C(CC)(C(c3ccccc3)=C1c1ccccc1)C1C(=O)N(c3ccc(C#N)cc3)C(=O)C12 (centres undefined)	-0.2	4	1.6	0
Cc1cc(C(F)(F)F)nn1CC(=O)Nc1ccc([N+](=O)[O-])cc1Br	-0.1	4	-0.1	13
